# USP1-UAF1 inh: inhibitors of human USP1/UAF1 deubiquitinase. O94782. Potency, µM (top dose mostly 57.1 µM), for the others: at the top dose activity change, negative = inhibition, actives largely listed as inhibitors. recombinant USP1/UAF1, Ub-Rhodamine cleavage fluorescence. 390,000 tested, 0.23% active; also: potency is read from the fitted curve at half-maximal effect; % is scaled to controls: 0 for no effect and ±100 for the full control effect; nearly all actives have a fitted effect of over 60% in size; inactives centre near -12
#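 USP1/UAF1 complex at 1 nM was preincubated with compound for 15 min at room temperature, then Ub-Rho substrate (150nM final) was added. Fluorescence (480/540 nm) was read kinetically, 6 reads every 60 seconds.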
# Pin1 inh: inhibitors of human Pin1 | AID 504891 | 390,000 tested, 0.009% active | Pin1 FP peptide displacement, HiFluor488, 10 min | Q13526 | Potency, µM (doses to about 115 µM), without a hit: at the top dose activity, negative = inhibition, usual class: inhibitors; active = well fitted inhibition curve with a large enough effect in the polarisation, with a control signal flat, not every such curve was filed as active; inconclusive = small, poorly fitted or top-dose-only effect, or effect the other way, or a change in a side signal; inactive = no such curve, though single readings can be large or run the other way; the % refers to the polarisation; also: potency is read from the fitted curve at half-maximal effect; % is scaled to controls: 0 for no effect and ±100 for the full control effect
# Target sequence (Q13526 whole entry, looked up): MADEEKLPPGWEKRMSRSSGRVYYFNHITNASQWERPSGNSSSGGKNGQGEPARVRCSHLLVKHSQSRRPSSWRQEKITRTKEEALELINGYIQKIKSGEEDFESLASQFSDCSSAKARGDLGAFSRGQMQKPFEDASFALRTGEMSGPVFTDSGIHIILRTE
# IDH1 R132H inh: human IDH1 R132H inhibition. IDH1-R132H enzyme, NADPH consumption, diaphorase/resazurin fluorescence. Potency, µM (series often up to 76.6 µM), without a hit: top-dose activity change, negative = inhibition, usual class: inhibitors. 390,000 tested, 0.093% active; also: potency is read from the fitted curve at half-maximal effect; % is scaled to controls: 0 for no effect and ±100 for the full control effect; nearly all actives have a fitted effect of over 65% in size
# Target sequence (O75874 whole entry R132H, stated change not applied): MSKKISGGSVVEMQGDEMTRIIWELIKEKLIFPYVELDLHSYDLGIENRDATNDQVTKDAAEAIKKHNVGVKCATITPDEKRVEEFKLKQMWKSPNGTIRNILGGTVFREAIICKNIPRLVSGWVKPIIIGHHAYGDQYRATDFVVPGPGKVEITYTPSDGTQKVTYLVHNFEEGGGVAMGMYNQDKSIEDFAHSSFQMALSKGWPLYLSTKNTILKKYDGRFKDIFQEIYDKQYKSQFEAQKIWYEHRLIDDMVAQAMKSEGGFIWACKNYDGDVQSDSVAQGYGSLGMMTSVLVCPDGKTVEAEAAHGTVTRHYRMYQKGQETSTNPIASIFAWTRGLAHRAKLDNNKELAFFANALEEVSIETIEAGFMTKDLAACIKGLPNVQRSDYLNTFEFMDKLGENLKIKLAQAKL
#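 IDH1-R132H (0.5 ug/mL) preincubated 30 min with compound, then NADPH (0.016 mM) and alpha-KG (2 mM) added; 80 min at RT, pH 7.5. Remaining NADPH coupled via diaphorase/resazurin to fluorescence (540/590 nm); concentration-response curves normalized to no-enzyme control.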
# TrxR1 inh: inhibitors of rat thioredoxin reductase 1 | recombinant rTrxR1, NADPH fluorescence consumption, selenite substrate | AID 588453 | O89049 | Potency, µM (titrated, usually from 114 µM), without a hit: at the top dose activity change, negative = inhibition, actives largely listed as inhibitors | 390,000 tested, 1% active; also: potency is read from the fitted curve at half-maximal effect; % is scaled to controls: 0 for no effect and ±100 for the full control effect; nearly all actives have a fitted effect of over 65% in size
#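 Rat TrxR1 (90 nM in the dispensed reagent) was pre-reduced with 400 uM NADPH for 5 min at room temperature, then incubated with compound for 15 min. After 400 uM selenite was added, NADPH fluorescence (Ex 340/Em 450 nm) was followed for 8 min.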
# D2 antag: antagonists of human D2 dopamine receptor; AID 485344; HEK293 TREx D2 cells, calcium flux, dopamine EC80; 340,000 tested, 2% active; inhibition, % at 10 µM; P14416; in the data active = inhibition above about 30%; also: 0% is about no effect
#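 HEK293 T-REx D2 cells, tet-induced, calcium dye no-wash. Cpd pintool add, 180 s kinetic, then EC80 DA, 180 s kinetic. Ca flux read.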
# TrxR1 substrate: is turned over as a substrate by rat TrxR1; Potency, µM (series often up to 114 µM), for inactives: at the highest dose activity change, negative = substrate turnover; 390,000 tested, 0.01% active; O89049; purified TrxR1 substrate turnover, NADPH consumption readout; AID 588456; also: potency is read from the fitted curve at half-maximal effect; % is scaled to controls: 0 for no effect and ±100 for the full control effect; nearly all actives have a fitted effect of over 50% in size
#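 Rat TrxR1, dispensed at 90 nM, was prereduced with 400 uM NADPH (final) for 5 min at ~22 deg C, then incubated with compound 15 min before 400 uM selenite. A first-read NADPH fluorescence drop versus no-compound background flagged substrates.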
# D2 ag: activates the human D2 dopamine receptor | P14416 | HEK293 T-REx D2 cells, calcium flux agonist mode | activation, % at 2 µM | 340,000 tested, 0.53% active | AID 485358;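 active = activation over 3 SD above normal in the single-dose calcium agonist read, cut at about 30% in these data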; also: 0% is about no effect
#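 In this primary screen, compounds producing a positive calcium signal within 180 s of addition to tetracycline-induced, force-coupled HEK293 Trex D2 cells are flagged; cells are dye-loaded with a no-wash calcium kit beforehand.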
# TRHR PAM: allosterically enhances the human TRH receptor; TRHR cells, fluo-8 calcium fluorescence, EC20 TRH enhancement; 360,000 tested, 0.66% active; enhancement, % at 2 µM; in the data active = enhancement above about 30%; also: 0% is about no effect
# Target sequence (P34981 whole entry, looked up): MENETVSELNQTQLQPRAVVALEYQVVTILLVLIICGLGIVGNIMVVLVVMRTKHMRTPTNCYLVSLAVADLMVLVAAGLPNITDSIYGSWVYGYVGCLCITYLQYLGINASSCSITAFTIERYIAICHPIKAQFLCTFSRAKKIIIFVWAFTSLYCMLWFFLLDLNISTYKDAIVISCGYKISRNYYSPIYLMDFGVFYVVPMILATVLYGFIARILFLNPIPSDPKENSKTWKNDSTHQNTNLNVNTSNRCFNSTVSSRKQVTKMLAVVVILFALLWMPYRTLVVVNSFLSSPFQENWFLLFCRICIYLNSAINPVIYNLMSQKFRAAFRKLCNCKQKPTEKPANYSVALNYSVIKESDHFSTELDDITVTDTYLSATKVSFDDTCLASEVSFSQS
#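 Enhancer read-out: after compound pinning and an initial kinetic agonist-mode read, an EC20 of TRH (10 nM final) was injected and fluo-8 calcium signal (Ex 480/Em 530) followed at 1 s/cycle for 100 cycles in TRHR-expressing cells.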
# TRHR agonist: activates the human TRH receptor | P34981 | TRHR cells, calcium flux fluo-8, FDSS agonist mode | activation, % at 2 µM | 360,000 tested, 0.18% active | AID 493084; in the data active = activation above about 30%; also: 0% is about no effect
#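 Read-out: compound-evoked intracellular calcium rise in TRHR cells, fluo-8 dye, kinetic FDSS fluorescence at 1 s/cycle following a 10-cycle baseline. Cells cultured overnight before dye loading (30 min–1.5 h, RT).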
# * marks the source's active call; other numbers are inactive results; ? = inconclusive; . = not tested or not shown; & = joins results of further samples; [ ] = dose if it differs, or a comment. Unless noted, calls follow the shape of the dose curve; as a rule, active = well fitted inhibition curve with a large enough effect; inconclusive = small, poorly fitted or top-dose-only effect; inactive = no such curve, though single readings can be large or run the other way. A portion of the library; count on the stated rates, not on these rows.
SMILES,USP1-UAF1 inh,Pin1 inh,IDH1 R132H inh,TrxR1 inh,D2 antag,TrxR1 substrate,D2 ag,TRHR PAM,TRHR agonist
Cc1occc1C(=O)N/N=C/c1cnn(C)c1C,-2%,-2%,1%,6%,11,5%,0.1,-4,0.2
COCCN(CCOC)S(=O)(=O)c1ccc(C(=O)Nc2nnc(CSC)o2)cc1,-6%,-3%,-3%,14%,-12,-1%,0.9,-2,0.4
COc1cccc2c1cc1c(=O)n(CC(=O)N3CCN(c4ccc(F)cc4)CC3)nc(C)n12,19%,-7%,-6%,17%,.,16%,12,-6,0.0
Cc1ccc(-c2nc(C)c(CCNS(=O)(=O)c3ccccc3F)s2)cc1,-23%,9%,-1%,21%[57.1 µM],.,-1%[57.1 µM],0.5,-2,0.4
CCCOc1ccc2cc(C(=O)NCc3ccccc3)c(=O)oc2c1,-23%,?,1%,11%,-6,75%[activator],-0.6,0,0.2
CC(=O)c1ccc(NC(=O)c2cc3nc4c(c(C(F)(F)F)n3n2)CCCC4)cc1,.,.,.,.,9,.,0.5,1,0.2
CCCN1C(=O)c2cc(C(=O)NCc3cccs3)ccc2C1O (centres undefined),.,.,.,.,-14,.,0.7,-6,0.0
CCOC(=O)c1c(NC(=O)C2CCCCC2)sc2c1CCN(CC)C2,-3%,7%,9%,2%[57.1 µM],-6,7%,0.0,4,0.9
Cc1cc(C)n2nc(SCC(=O)Nc3ccccc3C)nc2n1,-17%&-13%,-12%&-2%,0%&-18%,10%,.,-1%,-0.2,3&0,-0.1&-0.1
Cc1ccc(NC(=O)C(=O)NC(C)C2COc3ccccc3O2)cc1 (centres undefined),-25%,2%,8%,4%,-24,-3%,0.7,1,-1.4
CCOC(=O)c1noc2ncn(CC(=O)Nc3ccc(F)cc3Cl)c(=O)c12,-26%,2%,-1%,16%[57.1 µM],.,2%[57.1 µM],1.4,3,0.0
Cc1nn(C)cc1CN(C)C(=O)c1cc2nc(-c3ccco3)cc(C(F)(F)F)n2n1,-19%,3%,-1%,-26%,19,28%,0.1,-10,-0.8
Fc1ccc(-c2nc3n(n2)Cc2ccccc2-3)cc1,-14%,16%,12%,22%[57.1 µM],19,-5%[57.1 µM],0.2,-7,0.0
CC(C)(C)NC(=O)NC(=O)COC(=O)C1CCN(S(=O)(=O)c2cccs2)CC1,-7%,-11%,-4%,6%,2,1%,0.0,3,0.5
COc1ccc(Cl)cc1N(CC(=O)Nc1ccccc1C(=O)NCc1ccco1)S(C)(=O)=O,-18%,5%,3%,20%,-1,17%,1.1,-1,0.7
CCCCCc1c(C)c(C#N)c2nc3ccccc3n2c1-n1ccnc1C,-11%,-3%,-3%,?,5,-14%,-1.1,10,-0.5
CC1C(C#N)=C(N)OC2=C1C(=O)CC(C)(C)C2 (centres undefined),-14%,3%,12%,4%,-12,-1%,0.4,-6,0.4
Cc1ccc(CNC(=O)c2ccc3c(=O)n(-c4ccccc4)c(=O)[nH]c3c2)cc1,-19%,2%,0%,0%,.,-2%,0.3,1,1.2
O=C(COc1cccc(C(F)(F)F)c1)NNC(=O)c1ccc(=O)[nH]c1,-16%,0%,-14%,10%,.,-2%,.,.,.
CCOc1ccc(CC(=O)OCc2cc(=O)n3cc(Br)ccc3n2)cc1,-21%,-7%,10%,0%,-12,-4%,0.2,2,-0.6
Cc1cccc(C)c1NC(=O)CN(C)C(=O)CN1C(=O)NC2(CCCC2)C1=O,-26%,15%,1%,15%,-5,11%[57.1 µM],-0.2,9,-0.1
Cc1cc(C)cc(NC(=S)NCCN(C2CCCCC2)C2CCCC2)c1,-7%,1%,4%,9%,5,-1%,-0.2,4,0.4
CN=C(C)/C(C(=O)OC)=C(/O)c1c(F)cccc1F,-8%,-2%,4%,17%,-13,6%,0.2,0,0.6
Cc1cc(C)cc(NC(=O)CCCn2nc(C)c3c(C)n(-c4ccccc4)nc3c2=O)c1,-5%&-5%,2%&-5%,-6%&1%,14%&1%,-19,-1%&-2%,1.1&-0.6,-1&-3,-2.2&-0.9
CC(C)(C)c1ccc(OCC(O)CN(CCO)CC(O)Cn2ccc3ccccc32)cc1 (centres undefined),-13%,-9%,-8%,1%,-14,-3%,1.9,2,0.6
# Remaining list, next part
SMILES,USP1-UAF1 inh,Pin1 inh,IDH1 R132H inh,TrxR1 inh,D2 antag,TrxR1 substrate,D2 ag,TRHR PAM,TRHR agonist
COc1ccc([N+](=O)[O-])cc1N(CC(=O)NCC1CCCO1)S(C)(=O)=O (centres undefined),-18%,-6%,-2%,-7%,-2,-7%,1.3,2,-0.1
Cc1cccc(-c2noc(CNC(=O)c3ccc(C)cc3C)n2)c1,?,17%,6%,5%,.,-2%,.,5,1.4
CCS(=O)(=O)n1nc(-c2ccccc2)nc1NCc1ccco1,-4%,11%,8%,-17%,6,-4%,-0.8,12,-0.1
O=C1N/C(=N\N=C\c2ccccn2)SC1Cc1cccc(SC(F)F)c1 (centres undefined),-17%,4%,1%,-6%,1,-12%,-0.4,7,-0.3
COc1ccc(-n2ccnc2SCC(=O)Nc2ccccc2)cc1,-7%,5%,1%,7%[57.1 µM],0,-4%,-0.3,5,-0.3
Cc1cccc(N2C(=O)CS(=O)(=O)C23C(=O)N(C)c2ccccc23)c1 (centres undefined),-31%,-3%,-3%,-1%,.,-3%,0.8,11,-0.2
O=C(Nc1ccccc1)C1CC(=O)N(c2ccc3c4c(cccc24)CC3)C1 (centres undefined),-17%,0%,5%,7%,27,3%,1.2,-7,0.3
NC(=O)C(C1=CCCCC1)c1ccccc1 (centres undefined),-25%,1%,1%,28%[57.1 µM],.,1%,.,.,.
Cc1nc(SCC(=O)N2CCNC2=O)c2ccccc2n1,-11%,5%,-1%,9%,.,2%,.,.,.
Cc1cc(CN(C)C(=O)c2ccc(OC3CCN(Cc4ccccn4)CC3)cc2)on1,-20%,-12%,7%,-8%,-3,4%,0.6,3,0.6
COc1ccc(F)cc1S(=O)(=O)N1CC(C)CC(C)C1 (centres undefined),-1%,0%,13%,-4%,-1,-8%,-0.7,4,-0.5
Cn1c(NC(=O)C2c3ccccc3Oc3ccccc32)cc(=O)n(C)c1=O,1%,?,3%,-7%,-21,-13%,-0.5,1,0.7
Cc1ccc(C2=CC(c3ccc(N(C)C)cc3)n3nnnc3N2)cc1 (centres undefined),-26%,58%[activator],11%,-52%,-7,15%[57.1 µM],0.9,2,3.2
CCc1nnc(NC(=O)C2CCN(c3nccc(C)n3)CC2)s1,2%,-9%,1%,7%,18,12%,-0.8,2,0.0
Cc1ccccc1C(=O)Nc1nnc(-c2ccncc2)o1,-8%,-8%,12%,4%[57.1 µM],4,5%[57.1 µM],0.8,3,-0.2
CC(C)N(C(=O)CN1CCN(C(=O)C2COc3ccccc3O2)CC1)C(C)C (centres undefined),-14%,0%,2%,20%,-1,-2%,0.3,2,1.4
O=C(COC(=O)c1ccco1)NCc1cccs1,-19%,-1%,11%,20%,1,5%,0.6,3,0.7
CCOC(=O)C(C(=O)NCCCN1CCOCC1)C1CCCCC1 (centres undefined),-4%,-1%,-2%,2%,-28,0%,-1.8,-1,-1.6
Cc1nc(N2CCOCC2)nc(Oc2ccccc2)c1[N+](=O)[O-],-6%,1%,-6%,-14%,-4,-12%,0.2,-1,0.2
c1ccc(-c2cnc(-c3cccnc3)o2)cc1,-13%,-1%,3%,6%[57.1 µM],21,61%[activator][57.1 µM],0.3,-6,-0.3
COc1ccc(NC(=O)COC(=O)/C=C/C(=O)OCC(=O)Nc2ccc(OC)c(Cl)c2)cc1Cl,-23%,19%,4%,-17%,-12,-3%,-1.6,-4,1.5
COc1ccc2nc3n(c(=O)c2c1)-c1ccc(Cl)cc1C(=O)NC3Cc1ccc(O)cc1 (centres undefined),-9%,-1%,-1%,-2%,.,-7%,.,.,.
O=C(O)c1cc(-c2ccccc2)n(-c2ccccc2C(=O)O)n1,-5%,?,-4%,-1%[57.1 µM],-17,4%[57.1 µM],-0.2,-1,-0.4
COc1ccc(S(=O)(=O)N2CCOCC2)cc1NC(=O)CO/N=C/c1ccccc1OC(F)F,-24%,0%,2%,9%[57.1 µM],-15,6%[57.1 µM],-2.4,-3,-0.3
CCOC(=O)C(C#N)=CN1CCNc2ccccc21,-15%,-6%,6%,-2%[2.29 µM],.,-2%[57.1 µM],.,.,.
CCN(CC1COc2ccccc2O1)C(=S)Nc1ccccc1 (centres undefined),-4%,0%,0%,7%,-8,-6%,3.9,-1,0.7
CC(=O)N1CCSc2ccc(S(=O)(=O)Nc3ccc(C)cc3)cc21,-16%,-1%,-9%,15%,-14,-2%,-0.8,7,0.2
Cc1cc(C)nc(/N=C(\N)Nc2ccc([N+](=O)[O-])cc2)n1,-11%,1%,9%,-12%,37*,-7%,15,4,6.3
CC(Oc1ccc(Br)cc1)C(=O)Nn1c(=S)[nH]c2ncccc2c1=O (centres undefined),.,.,.,.,-6,.,-0.2,-5,-0.9
